FN deposit inh – inhibitors of fibronectin matrix deposition, primary screen, AH1F cells, Alexa488-fibronectin fluorescence, plate reader | AH1F fibroblasts, overnight | inhibition, % at 12.6 µM | 0.086% of 350,000 active;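 active = mean inhibition across replicates of 30% or more, regardless of how many single replicates reach that level; inconclusive = mean under 30% yet at least half of replicates reach 30%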;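 note: positive control wells lacked labelled fibronectin entirely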
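Assay system: AH1F fibroblasts / Quantity: 10000 cells per well / Medium: DMEM plus 2% serum, read in PBS / Reagent: labelled fibronectin 24 nM / Dosing: single dose, pinned / Times: 1 h cell attachment, overnight exposure to compound and label / Signal: fluorescence, ex 485 nm, em 525 nm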
RAD52 anneal inh – RAD52 DNA annealing inhibitors, primary screen, biochemical, FRET, single point, set 2. DNA repair protein RAD52 homolog (Homo sapiens), P43351. recombinant RAD52 DNA annealing, FRET fluorescence. inhibition, % at 18.7 µM. 0.46% of 360,000 active;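 active = every replicate showing at least 50% inhibition; inconclusive = mean inhibition at least 50% but not in every replicate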
Target sequence (P43351 whole entry, looked up): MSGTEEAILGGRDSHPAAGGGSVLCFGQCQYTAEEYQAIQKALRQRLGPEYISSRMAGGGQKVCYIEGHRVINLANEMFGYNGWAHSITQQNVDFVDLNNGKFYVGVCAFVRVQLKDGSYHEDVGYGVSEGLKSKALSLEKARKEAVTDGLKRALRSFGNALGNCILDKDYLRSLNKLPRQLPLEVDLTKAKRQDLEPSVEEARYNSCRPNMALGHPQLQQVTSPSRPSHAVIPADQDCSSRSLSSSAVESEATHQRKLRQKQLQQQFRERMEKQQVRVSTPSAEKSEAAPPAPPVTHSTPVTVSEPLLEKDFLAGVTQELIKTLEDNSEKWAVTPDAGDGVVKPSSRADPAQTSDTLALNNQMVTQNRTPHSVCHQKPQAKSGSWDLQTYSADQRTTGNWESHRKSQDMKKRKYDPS
esBAF inh – Bmi1 luciferase reporter increase in mESCs, primary screen, esBAF inhibitor project, mouse ES cells, Bmi1 luciferase knock-in, single point | 24 h; 100% = twice the neutral-well signal | reporter increase, % at 12.5 µM | 2% of 350,000 active; in the data active = activation above about 40%; inconclusive = no clear call, values can overlap the other calls;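 note: 0% = median of the plate's neutral control wells and 100% = double that signal; a rise in the Bmi1 reporter signal indicates esBAF inhibition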
XiGFP reactiv – activators of inactive X chromosome reactivation, primary screen, imaging, XiGFP fibroblasts, GFP high-content imaging, set 2. XiGFP mouse fibroblasts, % GFP-positive cells imaging, 3 d; cells co-treated with 5-aza-dC sensitizer; scaled so ellipticine positive control = 100%. activation, % at 7.58 µM. 0.055% of 360,000 active. AID 743238, 2013;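 active = mean normalized replicate activation at least 10% and every replicate at or above 10%; inconclusive = only one of the two criteria met; inactive = mean below 10% and not all replicates reach 10%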;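 note: 0% = median of on-plate neutral control wells and 100% = ellipticine 6 µM median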
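Material: XiGFP fibroblasts, SV40-immortalized; Buffer or medium: DMEM containing 5-aza-dC; Compound dosing: single point; Times: 3 days compound exposure.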
S100A4 MyoIIA – inhibitors of S100A4-myosin IIA peptide binding, primary screen, biochemical, fluorescence polarization, TAMRA-MyoIIA peptide; 0.14% of 360,000 active; inhibition, % at 10.7 µM;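 active = mean inhibition of at least 70% across replicates, with every replicate also reaching that level; inconclusive = mean inhibition reaches 70% but some replicates fall short; inactive = mean inhibition below 70%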
Target sequence (P26447 whole entry, looked up): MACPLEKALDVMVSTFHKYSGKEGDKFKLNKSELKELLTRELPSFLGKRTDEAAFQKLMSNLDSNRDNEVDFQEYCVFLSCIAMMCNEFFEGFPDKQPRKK
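Compound dosing: one dose per compound; test system: human S100A4 monomer with TAMRA-labelled myosin IIA peptide; probe or stimulus: TAMRA-labelled myosin IIA heavy-chain peptide probe, 5 nM; medium: HEPES buffer with Ca2+, pH 7.2; schedule: 5 min incubation before reading; benchmarks: neutral control DMSO, positive control TFP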
RAD54 branch – inhibitors of human RAD54 branch migration, primary screen, biochemical, fluorescence, single point. DNA repair and recombination protein RAD54-like (Homo sapiens), Q92698. 0.14% of 360,000 active. RAD54 Holliday junction branch migration, FAM/BHQ fluorescence. inhibition, % at 10.4 µM. AID 602329, 2012;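 active = mean normalized replicate activity at least 40 and at least half of replicates scoring 40 or more; inconclusive = only one of the two criteria met; inactive = mean below 40 and under half of replicates reaching 40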;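 note: 0% = median of neutral control wells and 100% = median of positive control wells; inhibitors cause a drop in the FAM fluorescence signal; in these data hits start at about 50%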
E-selectin induc – E-selectin induction in HUVECs, primary screen, imaging, HUVEC, immunofluorescence imaging, single point | normalized: neutral wells 0, TNF-alpha wells 100 | activation, % at 7.58 µM | P16581 | AID 686992, 2013 | 0.37% of 260,000 active;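 active = mean E-selectin-positive cell signal at least 10% of the positive control, reached in at least 60% of replicates, without over 20% cell loss; inconclusive = no rule given, readout overlaps actives, possibly toxicity-flagged; inactive = the rest, including those meeting only one limit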;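 note: in these data hits start at about 27%; measured in HUVEC primary endothelial cells; signal is the percent of cells scored E-selectin positive by PE staining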
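Test system – human umbilical vein endothelial cells (HUVEC), E-selectin induction · Input – 3,000 HUVEC seeded per well · Buffer or medium – EGM-2, gelatin · Compound dosing – single-point compound dose · Detection – immunofluorescence imaging · Measure – percent E-selectin-positive cells · Controls – TNF-alpha high, DMSO low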
EWS-Fli block – EWS/Fli-driven NR0B1 reporter inhibitors, primary screen, A673 cells, NR0B1 luciferase, luminescence, MLPCN library; viability-normalised; inhibition, % at 12.6 µM; 0.67% of 350,000 active;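 active = mean inhibition of at least 50% after viability correction, with every replicate also passing that limit; inconclusive = mean reaches 50% but only one of two replicates passes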;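 note: firefly luciferase signal divided by Alamar Blue viability fluorescence both relative to DMSO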
Numbers without * were called inactive; u = inconclusive; x = not tested or not shown.

Results follow in this order: FN deposit inh, RAD52 anneal inh, esBAF inh, XiGFP reactiv, S100A4 MyoIIA, RAD54 branch, E-selectin induc, EWS-Fli block
1) C=CCn1c(=O)c2c(nc3n2CC(C)CN3Cc2ccccc2)n(C)c1=O (stereo not given)
    6, -6, -2, 0.0, 6, -3, x, 10
2) CC1CCC(NC(=O)CN2CCN(S(=O)(=O)c3cccs3)CC2)CC1 (stereo not given)
    2, -5, 0, 0.2, -3, -9, 0.2, 3
3) O=C(c1ccco1)N1CCN(Cc2nnc(-c3ccccc3)o2)CC1
    x, -3, 7, 0.2, -4, -3, 0.6, 5
4) N#C[C@H]1[C@H](c2ccc(C#CC3CC3)cc2)[C@@H](CO)N1C(=O)c1cccc(F)c1
    -13, -65, 5, 0.1, -8, -2, 0.1, -4
5) C[C@H](O)C#Cc1cnc2c(c1)C(=O)N([C@@H](C)CO)C[C@@H](C)[C@@H](CN(C)Cc1cccc(F)c1)O2
    -2, -7, 7, 0.0, 1, -1, -0.3, 6
6) COc1ccc(S(=O)(=O)N(C)C[C@@H]2Oc3ccc(NC(=O)CCCCCC(=O)Nc4ccccc4N)cc3CC(=O)N([C@H](C)CO)C[C@@H]2C)cc1
    x, -14, -2, 0.5, 0, 3, 0.4, 23
7) CCN(CC)c1ccc(C(=C2C=CC(=[N+](CC)CC)C=C2)c2ccc(N(CC)CC)cc2)cc1
    60*, 52*, -87, -0.1, 49, 17, x, 34
8) CCNC(=O)C[C@H]1CC[C@H]2[C@@H](COC[C@@H](O)CN2C(=O)Nc2cccc(OC)c2)O1
    -9, -2, 3, 0.4, -4, 4, 0.2, x
9) O=C(Oc1cc(=O)n2ccccc2n1)c1ccccc1
    0, -10, 7, 0.2, 2, -1, x, -3
10) Cc1cc2c(C)nc(N/N=C/c3ccc(F)cc3)nc2o1
    -1, -27, x, 0.0, 0, x, x, -30
11) Cc1ccc(C)c2sc(N3CCN(C(=O)c4ccc([N+](=O)[O-])o4)CC3)nc12
    0, -7, -6, 0.4, 10, 10, 0.4, 8
12) COC(=O)N/N=C/c1ccccc1OCc1ccccc1
    3, -1, 9, -0.1, 4, 8, u, -14
13) CCC(=O)c1cn(CC(=O)Nc2ccc(C)cc2)c2ccccc12
    5, -15, -6, 0.0, 3, -8, 0.0, 7
14) CC(C(=O)N1CCOCC1)N1C(=O)C2C3CC(C(Br)C3Br)C2C1=O (stereo not given)
    -6, -16, x, 0.1, 5, x, x, -1
15) COCC(=O)Nc1ccc2c(c1)C(=O)N(C)C[C@@H](OC)[C@@H](C)CN(CC1CC1)[C@@H](C)CO2
    -11, -4, -1, -0.5, -5, -3, -0.1, -9
16) COc1ccc(NC(=O)N(C)C[C@H]2Oc3ccc(NC(=O)Nc4ccc(C(F)(F)F)cc4)cc3C(=O)N([C@@H](C)CO)C[C@H]2C)cc1
    x, x, 4, -1.2, x, 24, 0.0, 14
17) C[C@@H]1CN([C@H](C)CO)C(=O)c2cc(Br)cnc2O[C@H]1CN(C)C(=O)C1CC1
    -6, x, -4, -1.0, x, x, 0.1, -3
18) C[C@@H]1CCCCO[C@H](CN(C)S(=O)(=O)c2ccccc2)[C@H](C)CN([C@@H](C)CO)C(=O)c2cc(NC(=O)C3CCCCC3)ccc2O1
    1, -24, -3, 0.0, -3, 0, -0.1, 7
19) c1cc(CN2CCN(C3CCCCCC3)CC2)ccn1
    1, -13, x, 0.0, -6, x, x, -5
20) CCOC(=O)Cc1n[nH]c(=O)c2ccccc12
    -1, -26, -1, 0.0, -3, -1, x, 6
21) COc1cccc(CNC(=S)Nc2ccc3c(c2)c(=O)n(C)n3C)c1
    5, -4, 5, -0.1, -2, 7, -0.1, -17
22) Cc1ccc(S(=O)(=O)c2nc(S(C)(=O)=O)sc2N2CCCCC2C)cc1 (stereo not given)
    12, -12, 7, 0.2, -4, -5, 3.3, 17
23) C[C@H]1CN([C@@H](C)CO)C(=O)c2cc(NC(=O)CCCN(C)C)ccc2O[C@@H]1CN(C)Cc1ccc(C(F)(F)F)cc1
    x, -5, -1, 0.0, 20, 5, 1.3, 10
24) O=C(C1CCN(S(=O)(=O)c2ccccc2F)CC1)N1CCN(Cc2ccc3c(c2)OCO3)CC1
    -2, 1, 1, -0.1, 1, 8, -0.6, 3
25) C=C(C)COc1ccc(-c2nc(N)ncc2-c2ccc(Cl)cc2)c(O)c1
    1, -9, -6, 0.0, -2, -7, 0.3, 11
26) Cc1ccc(-c2ccc(CN3C(C(C)C)C(=O)N(Cc4cn(CCC5OCCO5)nn4)CCS3(=O)=O)cc2)c(C)c1 (stereo not given)
    x, 1, -6, 0.0, 0, 5, 0.3, -21
27) N#Cc1ccsc1NC(=O)CCN1CCN(C(c2ccccc2)c2ccccc2)CC1
    -7, -10, -2, 0.6, -8, 4, 0.0, 17
28) NS(=O)(=O)c1ccc(CCNC(=O)CCCOc2ccccc2)cc1
    3, -19, 5, 0.0, 0, x, -0.3, 11
29) CSc1nc(-c2ccccc2)nc(NC(=O)c2ccccc2)c1C(C)=O
    0, -3, x, -0.7, 2, x, -0.7, -16
30) COc1ccc(NC(=O)N(C)C[C@@H]2Oc3ccc(NS(C)(=O)=O)cc3CC(=O)N([C@@H](C)CO)C[C@H]2C)cc1
    -12, 7, -2, 0.0, -8, 1, -0.1, -4
31) O=C(C1CCCC1)N1CC(=O)N2[C@@H](CO)[C@H](c3ccc(-c4ccccc4F)cc3)[C@@H]2C1
    11, -23, x, 0.4, 25, x, 0.4, 6
32) CCC(=O)NCCc1cc2ccc(C)cc2[nH]c1=O
    4, -12, 2, 0.4, 6, -2, 0.2, -4
33) C[C@H](CO)N1C[C@H](C)[C@H](CN(C)C(=O)Nc2cccc3ccccc23)Oc2c(NC(=O)NC3CCCCC3)cccc2C1=O
    -5, 5, -5, -0.7, 16, -1, -1.7, 5
34) O=C(O)COCC(=O)NCc1csc2ccccc12
    -13, -13, x, -0.1, -2, x, -0.1, 8
35) O=S(=O)(NCC1CCCO1)c1ccc(Cl)c2ccccc12 (stereo not given)
    5, -2, 12, 0.1, 1, 4, -0.2, -2
36) CO[C@H]1CN(C)C(=O)c2ccc(NC(=O)c3cc(C)on3)cc2OC[C@@H](C)N(C(C)=O)C[C@@H]1C
    8, -8, 1, 0.4, 12, 3, 0.0, 0
37) C[C@H]1CCCCO[C@@H](CN(C)Cc2ccc(C(=O)O)cc2)[C@@H](C)CN([C@@H](C)CO)C(=O)c2cc(NS(C)(=O)=O)ccc2O1
    x, -12, -4, 0.2, 8, 8, -0.2, 0
38) CC1=C(C(=O)N(C)Cc2ccccc2)C2(CCC(C)CC2)OC1=O (stereo not given)
    -6, -6, -3, -0.1, -2, -6, -0.5, 2
39) Cc1ccc(-n2ncc3c2ncn2c(C)nnc32)cc1C
    3, 0, 39, x, -2, 3, x, x
40) Cc1ccc(N2Cc3ccccc3C2=S)cc1
    4, -12, 73*, 0.0, -3, 0, -3.0, -73
41) O=S(=O)(c1ccccc1)c1nc(-c2cccc(Cl)c2)oc1N1CCOCC1
    -1, -7, x, 0.1, 2, 2, -4.1, 4
42) O=[N+]([O-])c1ccccc1S(=O)(=O)N1CCN(c2ccc(F)cc2)CC1
    -2, -1, -1, 0.0, -13, 0, x, 2
43) O=C(c1ccccc1)N1CCN(C(=S)NCc2ccc3c(c2)OCO3)CC1
    -9, -4, -3, 0.3, -3, -11, -0.1, 4
44) O=C(NC1CCCCC1)N(c1ccccc1)c1nnc(-c2cccc([N+](=O)[O-])c2)s1
    13, -7, 66*, 0.0, -9, -3, 1.3, -79
45) O=C(Nc1ccc2c(c1)OCO2)OCc1ccccc1
    x, -7, x, x, -4, -8, x, -77
46) COc1ccc(C(C(=O)NC(C)(C)C)N(C(=O)CCC(=O)Nc2ccccn2)C2CCCCC2)cc1 (stereo not given)
    4, 1, -13, 0.0, -4, 0, x, -10
47) C[C@@H]1CN([C@@H](C)CO)C(=O)c2cc(NS(C)(=O)=O)ccc2O[C@H]1CN(C)S(=O)(=O)c1ccccc1
    x, x, 6, 0.2, x, x, 0.1, -6
48) O=C(CNC(=O)c1ccc2c(c1)OCCO2)N/N=C/c1ccc(O)cc1O
    3, x, x, -0.1, x, 3, 0.4, x
49) CN1CCCC1CCNc1ccc2sc3ccccc3c(=O)c2c1 (stereo not given)
    -18, -2, -2, 9.1, 1, 56*, 2.3, -39
50) CCOC(=O)c1c(C)[nH]c(C(=O)COc2ccc3ccc(=O)oc3c2)c1C
    -3, -17, -4, -0.1, -1, 1, -1.3, -12
51) COc1ccccc1CNc1ccc2c(c1)CCC2
    -11, -11, 14, 0.3, -3, -7, 0.1, -15
52) Cn1cnc(S(=O)(=O)N2C[C@H](O)COC[C@@H]3O[C@@H](CC(=O)NCc4cccc(F)c4)CC[C@H]32)c1
    -19, 11, -3, 0.5, 22, 10, -0.1, 0
53) Nc1ccc(-c2nc3cc(N)ccc3n2CCO)cc1
    3, 9, x, 0.1, -2, x, 0.2, -5
54) CCC/C=C/c1ccc(CN2C(C)C(=O)N(Cc3cn(CCC4OCCO4)nn3)CCS2(=O)=O)cc1 (stereo not given)
    2, -3, -5, -0.1, 1, -1, 5.0, -1

Ordered by formula weight (largest number first): some entries from above.
Results follow in this order: FN deposit inh, RAD52 anneal inh, esBAF inh, XiGFP reactiv, S100A4 MyoIIA, RAD54 branch, E-selectin induc, EWS-Fli block
47) C[C@@H]1CN([C@@H](C)CO)C(=O)c2cc(NS(C)(=O)=O)ccc2O[C@H]1CN(C)S(=O)(=O)c1ccccc1
    x, x, 6, 0.2, x, x, 0.1, -6
54) CCC/C=C/c1ccc(CN2C(C)C(=O)N(Cc3cn(CCC4OCCO4)nn3)CCS2(=O)=O)cc1 (stereo not given)
    2, -3, -5, -0.1, 1, -1, 5.0, -1
52) Cn1cnc(S(=O)(=O)N2C[C@H](O)COC[C@@H]3O[C@@H](CC(=O)NCc4cccc(F)c4)CC[C@H]32)c1
    -19, 11, -3, 0.5, 22, 10, -0.1, 0
44) O=C(NC1CCCCC1)N(c1ccccc1)c1nnc(-c2cccc([N+](=O)[O-])c2)s1
    13, -7, 66*, 0.0, -9, -3, 1.3, -79
48) O=C(CNC(=O)c1ccc2c(c1)OCCO2)N/N=C/c1ccc(O)cc1O
    3, x, x, -0.1, x, 3, 0.4, x
45) O=C(Nc1ccc2c(c1)OCO2)OCc1ccccc1
    x, -7, x, x, -4, -8, x, -77
53) Nc1ccc(-c2nc3cc(N)ccc3n2CCO)cc1
    3, 9, x, 0.1, -2, x, 0.2, -5
51) COc1ccccc1CNc1ccc2c(c1)CCC2
    -11, -11, 14, 0.3, -3, -7, 0.1, -15
